Compound activity as filed in PubChem BioAssay.
Myeloid diff 2: myeloid differentiation induction | calls only at 10 µM | ER-HoxA9 myeloid progenitors, lysozyme-GFP differentiation, flow cytometry | 360,000 tested, 1% active | AID 624256;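 active = normalized GFP-positive differentiation at or above the plate's own cutoff, the solvent-only control mean plus 3 SD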;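 also: cells exposed to compound for four days before flow analysis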
GPR55 beta-arrestin: GPR55 agonists via beta-arrestin recruitment, primary screen, imaging, U2OS cells, beta-arrestin-GFP redistribution (AID 1961); U2OS GPR55 beta-arrestin-GFP redistribution imaging; higher % means a stronger effect; 290,000 tested, 0.048% active; activation, % at 10 µM, or EC50 in µM where a hit was titrated;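 active = activation above 40% with more than 50 cells counted in the well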;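 also: U2OS osteosarcoma cells stably expressing GPR55 and beta-arrestin-GFP; plate controls were DMSO negative control for no effect and LPI positive control for full effect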
NOD1 inhibition: NOD1 signaling inhibitors, primary screen, cell-based, luminescence, uHTS (AID 1578); NOD1-driven NF-kB luciferase reporter cells, luminescence; higher % means a stronger effect; inhibition, % at 4 µM; hits with a dose series show EC50 in µM; 290,000 tested, 1% active; in the data active = inhibition mostly above about 36%, no sharp cut-off; inactive = mostly below about 34%;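 also: HEK-293T reporter cells stimulated with the NOD1 agonist gamma-tri-DAP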
KOR beta-arrestin-1: KOR agonists, beta-arrestin recruitment, primary screen, cell-based, luminescence, uHTS (AID 1777); KOR beta-arrestin recruitment, luminescence; higher % means a stronger effect; activation, % at 10 µM; hits with a dose series show EC50 in µM; 280,000 tested, 0.02% active; in the data active = activation above about 50%, passing the limit was not always enough; also: a part of the inactive calls stands beside numbers as strong as those of hits
KOR beta-arrestin-2: KOR antagonists, beta-arrestin recruitment, cell-based, luminescence, uHTS (AID 1778). KOR beta-arrestin recruitment, luminescence, antagonist mode; higher % means a stronger effect. one-dose inhibition, % at 10 µM; IC50 in µM for titrated hits. 290,000 tested, 0.091% active; also: strong numbers were not always called active
GPR55 LPI antagonism: inhibition of LPI-stimulated GPR55 beta-arrestin translocation – imaging, U2OS, beta-arrestin-GFP, LPI agonist, primary screen (AID 2013); U2OS GPR55 beta-arrestin-GFP translocation imaging, LPI antagonism; higher % means a stronger effect; inhibition, % at 10 µM; hits with a dose series show IC50 in µM; 290,000 tested, 0.13% active;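 active = spots per cell inhibited over 60%, with over 100 cells counted and total cytoplasm intensity under 500,000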;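 also: U2OS cells stably carrying GPR55 and arrestin-GFP stimulated by 5 µM LPI near EC80; imaged beta-arrestin-GFP aggregate spots per cell after agonist stimulation; plate controls were LPI-stimulated DMSO wells for no effect and DMSO wells without LPI for full effect; some results filed as inactive read as strong as hits; confirmed hits need IC50 under 10 µM and bright autofluorescent wells are also inconclusive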
NOD2 inhibition: NOD2 signaling inhibitors, cell-based, luminescence, uHTS, HEK293 (AID 1566); inhibition, % at 4 µM, or EC50 in µM where a hit was titrated; HEK293 NOD2/NF-kB luciferase reporter, luminescence; higher % means a stronger effect; 290,000 tested, 0.63% active; also: many of its hits are not listed in these tables
T cell modulator: T cell immune modulators affecting CD8 T cell-vesicle binding; 2C CD8+ T cell-vesicle binding, flow cytometry; stronger effect = lower value; calls only at 7 µM; 330,000 tested, 0.068% active; AID 2052;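 active = response, share of CD8 T cells binding vesicles, and their 90th percentile fluorescence all below set limits, cut at about 80% in these data, passing the limit was not always enough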
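Assay system – 2C mouse CD8+ T cells · Also added – QL9-loaded Drosophila micro-vesicles · Timing – Cell–vesicle co-incubation 1.5 h at 37 °C, staining 20 min on ice · Signal – flow cytometry of vesicle-bound cells · Measure – percent CD8+ FL2 mean versus row control · Controls – Peptide-free naked vesicles (low) and QL9 vesicles with 0.7% DMSO vehicle (high)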
NTR1 ag: agonists of NTR1, primary screen, imaging, U2OS cells, beta-arrestin-GFP, high content (AID 493036). NTR1-U2OS beta-arrestin-GFP spot imaging, agonist mode. 330,000 tested, 0.17% active. activation, % at 20 µM. P30989;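 active = activation at or above 40% of the spot to cytoplasm intensity ratio, with at least 20 cells analyzed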;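 also: 0% = DMSO without peptide and 100% = 100 nM NTR1 peptide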
Target sequence (P30989 whole entry, looked up): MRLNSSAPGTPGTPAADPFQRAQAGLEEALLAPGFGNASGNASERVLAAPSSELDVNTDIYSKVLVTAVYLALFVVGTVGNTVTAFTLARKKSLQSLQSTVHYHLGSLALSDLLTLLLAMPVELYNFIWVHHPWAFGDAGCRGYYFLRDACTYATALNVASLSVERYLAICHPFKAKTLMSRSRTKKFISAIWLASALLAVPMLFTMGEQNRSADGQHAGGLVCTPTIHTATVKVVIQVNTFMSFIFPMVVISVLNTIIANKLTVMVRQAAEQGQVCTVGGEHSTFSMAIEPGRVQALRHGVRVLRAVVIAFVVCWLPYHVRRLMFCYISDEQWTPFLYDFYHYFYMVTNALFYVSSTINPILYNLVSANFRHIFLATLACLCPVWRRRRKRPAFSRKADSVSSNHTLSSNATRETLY
T cell modulator vesicle-bound %: further read-out of T cell modulator, marked with its call; double positive events, %; measured here: CD8+ vesicle-bound cell fraction;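 binding gate set so that unloaded-vesicle control wells show 10% double positive cells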
NTR1 ag cell count 20 µM: further read-out of NTR1 ag, marked with its call; cell count; measured here: cell count, cytotoxicity flag
Myeloid diff 2 GFP+ MAC1+ %: further read-out of Myeloid diff 2, marked with its call; GFP+ MAC1+ double positive, %; measured here: differentiation confirmed by MAC1 staining
* marks the source's active call; other numbers are inactive results; [ ] = remark or other dose. Rule as the data show it, unless noted: active = inhibition above about 50%; inactive = the rest. These rows are one share of the data; the hit share may differ from the screen's.

Results for COc1ccc(/C=N/Nc2nc(-c3ccc(C)cc3)c(NC(C)=O)s2)cc1OC ?
Myeloid diff 2: inactive; GPR55 beta-arrestin: 0.0%; NOD1 inhibition: 0%; KOR beta-arrestin-1: 3.0%; KOR beta-arrestin-2: 13%; GPR55 LPI antagonism: -3%; NOD2 inhibition: -1%; T cell modulator: inactive; NTR1 ag: -0.6; T cell modulator vesicle-bound %: 32; NTR1 ag cell count 20 µM: 44; Myeloid diff 2 GFP+ MAC1+ %: 0.2

What do the screens show for `CCNC(=S)N1CCN(Cc2ccc3c(c2)OCO3)CC1`?
Myeloid diff 2: inactive; GPR55 beta-arrestin: 1.3%; NOD1 inhibition: -35%; KOR beta-arrestin-1: 3.8%; KOR beta-arrestin-2: -4%[20 µM]; GPR55 LPI antagonism: 5%; NOD2 inhibition: -6%; T cell modulator: inactive; NTR1 ag: -0.8; T cell modulator vesicle-bound %: 20; NTR1 ag cell count 20 µM: 59; Myeloid diff 2 GFP+ MAC1+ %: 0.1

How did CCOc1ccc(C(C(=O)NC2CCCC2)N(CCCO)C(=O)c2ccc(-c3ccccc3)[nH]2)cc1 (stereo unspecified) do in these assays?
Myeloid diff 2: inactive; GPR55 beta-arrestin: -0.4%; NOD1 inhibition: -18%; KOR beta-arrestin-1: 3.6%; KOR beta-arrestin-2: 3%; GPR55 LPI antagonism: -10%; NOD2 inhibition: -16%; T cell modulator: inactive; NTR1 ag: 0.3; T cell modulator vesicle-bound %: 24; NTR1 ag cell count 20 µM: 36; Myeloid diff 2 GFP+ MAC1+ %: 0.2

How did COc1ccc2nc(NC(=O)C3CCCN3S(=O)(=O)c3ccc(C)cc3)sc2c1 (stereo unspecified) do in these assays?
Myeloid diff 2: inactive; GPR55 beta-arrestin: -0.2%; NOD1 inhibition: 1%; KOR beta-arrestin-1: -2.3%; KOR beta-arrestin-2: -9%; GPR55 LPI antagonism: 3%; NOD2 inhibition: 3%; T cell modulator: inactive; NTR1 ag: 1.3; T cell modulator vesicle-bound %: 30; NTR1 ag cell count 20 µM: 52; Myeloid diff 2 GFP+ MAC1+ %: 0.2

Results for Cc1ccc(N=Cc2nc(/C=C/c3cccc([N+](=O)[O-])c3)oc2O)cc1 ?
Myeloid diff 2: inactive; GPR55 beta-arrestin: 0.2%; NOD1 inhibition: 14%; KOR beta-arrestin-1: -0.8%; KOR beta-arrestin-2: -30%; GPR55 LPI antagonism: 10%; NOD2 inhibition: 16%; T cell modulator: inactive; NTR1 ag: 7.5; T cell modulator vesicle-bound %: 30; NTR1 ag cell count 20 µM: 51; Myeloid diff 2 GFP+ MAC1+ %: 6.5

What do the screens show for `COc1ccc(F)cc1CN1CCN(C(=O)CCC(=O)Nc2nnc(C(C)C)s2)CC1`?
Myeloid diff 2: inactive; GPR55 beta-arrestin: -0.3%; NOD1 inhibition: -9%; KOR beta-arrestin-1: -5.2%; KOR beta-arrestin-2: -11%; GPR55 LPI antagonism: 8%; NOD2 inhibition: -3%; T cell modulator: inactive; NTR1 ag: 1.8; T cell modulator vesicle-bound %: 47; NTR1 ag cell count 20 µM: 51; Myeloid diff 2 GFP+ MAC1+ %: 0.3

Results for CCOC(=O)C1CCN(C(=O)C2(NC(=O)Nc3ccccc3C)CCCCC2)CC1 ?
Myeloid diff 2: inactive; GPR55 beta-arrestin: 0.3%; NOD1 inhibition: -40%; KOR beta-arrestin-1: 0.0%; KOR beta-arrestin-2: -16%; GPR55 LPI antagonism: 1%; NOD2 inhibition: -1%; T cell modulator: inactive; NTR1 ag: -0.7; T cell modulator vesicle-bound %: 25; NTR1 ag cell count 20 µM: 47; Myeloid diff 2 GFP+ MAC1+ %: 9.8

How did O=C(O)c1ccc(N=Cc2nc(-c3ccco3)oc2O)cc1 do in these assays?
Myeloid diff 2: inactive; GPR55 beta-arrestin: -0.4%; NOD1 inhibition: -41%; KOR beta-arrestin-1: 6.4%; KOR beta-arrestin-2: -24%; GPR55 LPI antagonism: 12%; NOD2 inhibition: 6%; T cell modulator: inactive; NTR1 ag: 0.0; T cell modulator vesicle-bound %: 32; NTR1 ag cell count 20 µM: 36; Myeloid diff 2 GFP+ MAC1+ %: 0.0

What do the screens show for `COCCCNCCCOc1ccc(C(C)(C)c2ccccc2)cc1`?
Myeloid diff 2: inactive; GPR55 beta-arrestin: -0.1%; NOD1 inhibition: -32%; KOR beta-arrestin-1: -1.2%; KOR beta-arrestin-2: -2%; GPR55 LPI antagonism: 7%; NOD2 inhibition: -5%; T cell modulator: inactive; NTR1 ag: 1.3; T cell modulator vesicle-bound %: 47; NTR1 ag cell count 20 µM: 32; Myeloid diff 2 GFP+ MAC1+ %: 1.6

What do the screens show for `CC1=CCC(/C=N\Nc2nnc3c(n2)[nH]c2ccccc23)CC1` (stereo unspecified)?
GPR55 beta-arrestin: -0.3%; NOD1 inhibition: -21%; KOR beta-arrestin-1: -2.3%; KOR beta-arrestin-2: 11%; GPR55 LPI antagonism: 3%; NOD2 inhibition: -38%; T cell modulator: inactive; NTR1 ag: -0.5; T cell modulator vesicle-bound %: 47; NTR1 ag cell count 20 µM: 30

How did CC(C)Nc1nc(NC(C)C)nc(SCC(N)=O)n1 do in these assays?
Myeloid diff 2: inactive; GPR55 beta-arrestin: -0.1%; NOD1 inhibition: -22%; KOR beta-arrestin-1: -0.8%; KOR beta-arrestin-2: -16%[20 µM]; GPR55 LPI antagonism: 2%; NOD2 inhibition: -8%; T cell modulator: inactive; NTR1 ag: 2.2; T cell modulator vesicle-bound %: 62; NTR1 ag cell count 20 µM: 54; Myeloid diff 2 GFP+ MAC1+ %: 0.7

What do the screens show for `CC1Oc2ccccc2OC1C(=O)Nc1nccs1` (stereo unspecified)?
Myeloid diff 2: inactive; GPR55 beta-arrestin: 0.0%; NOD1 inhibition: -36%; KOR beta-arrestin-1: -3.1%; KOR beta-arrestin-2: 9%; GPR55 LPI antagonism: 0%; NOD2 inhibition: -10%; T cell modulator: inactive; NTR1 ag: 2.2; T cell modulator vesicle-bound %: 64; NTR1 ag cell count 20 µM: 76; Myeloid diff 2 GFP+ MAC1+ %: 4.7

What do the screens show for `CC(C)c1ccc(S(=O)(=O)c2n[nH]n3c2nc(=O)c2ccccc23)cc1`?
Myeloid diff 2: inactive; GPR55 beta-arrestin: 0.1%; NOD1 inhibition: -12%; KOR beta-arrestin-1: -1.0%; KOR beta-arrestin-2: 0%; GPR55 LPI antagonism: 2%; NOD2 inhibition: 27%; T cell modulator: inactive; NTR1 ag: 0.2; T cell modulator vesicle-bound %: 13; NTR1 ag cell count 20 µM: 50; Myeloid diff 2 GFP+ MAC1+ %: 6.7

How did COc1cccc(C2C=C(Nc3ccccc3)C(=O)N2c2ccccc2)c1 (stereo unspecified) do in these assays?
Myeloid diff 2: inactive; GPR55 beta-arrestin: -0.3%; NOD1 inhibition: 30%; KOR beta-arrestin-1: 8.6%; KOR beta-arrestin-2: -2%; GPR55 LPI antagonism: -7%; NOD2 inhibition: 17%; T cell modulator: inactive; NTR1 ag: 0.0; T cell modulator vesicle-bound %: 41; NTR1 ag cell count 20 µM: 100; Myeloid diff 2 GFP+ MAC1+ %: 0.3

How did O=C(CCc1nc2ccccc2c(=O)[nH]1)Nc1ccc(Cl)c(Cl)c1 do in these assays?
Myeloid diff 2: inactive; GPR55 beta-arrestin: -0.2%; NOD1 inhibition: -17%; KOR beta-arrestin-1: 6.4%; KOR beta-arrestin-2: 1%; GPR55 LPI antagonism: 6%; NOD2 inhibition: 15%; T cell modulator: inactive; NTR1 ag: 3.1; T cell modulator vesicle-bound %: 52; NTR1 ag cell count 20 µM: 48; Myeloid diff 2 GFP+ MAC1+ %: 0.8

What do the screens show for `CSc1nc(-c2ccccc2)c(C#N)c(=O)n1C`?
Myeloid diff 2: inactive; GPR55 beta-arrestin: 0.0%; NOD1 inhibition: -28%; KOR beta-arrestin-1: -5.4%; KOR beta-arrestin-2: -10%[20 µM]; GPR55 LPI antagonism: 3%; NOD2 inhibition: 19%; T cell modulator: inactive; NTR1 ag: -1.7; T cell modulator vesicle-bound %: 32; NTR1 ag cell count 20 µM: 37; Myeloid diff 2 GFP+ MAC1+ %: 0.5

What do the screens show for `Cc1ccc(S(=O)(=O)N2CCCCC2)cc1C(=O)Nc1ccccn1`?
Myeloid diff 2: inactive; GPR55 beta-arrestin: -0.1%; NOD1 inhibition: -37%; KOR beta-arrestin-1: -3.2%; KOR beta-arrestin-2: 0%; GPR55 LPI antagonism: 12%; NOD2 inhibition: 0%; T cell modulator: inactive; NTR1 ag: 0.9; T cell modulator vesicle-bound %: 41; NTR1 ag cell count 20 µM: 89; Myeloid diff 2 GFP+ MAC1+ %: 5.7

What do the screens show for `CCCCc1nnc(NC(=O)Cn2cnc3ccccc3c2=O)s1`?
Myeloid diff 2: inactive; GPR55 beta-arrestin: 1.1%; NOD1 inhibition: -35%; KOR beta-arrestin-1: -0.4%; KOR beta-arrestin-2: -8%; GPR55 LPI antagonism: 8%; NOD2 inhibition: 13%; T cell modulator: inactive; NTR1 ag: 1.7; T cell modulator vesicle-bound %: 28; NTR1 ag cell count 20 µM: 48; Myeloid diff 2 GFP+ MAC1+ %: 0.1

Results for O=C(Nc1ccccc1N1CCOCC1)c1ccc(N2CCOCC2)c([N+](=O)[O-])c1 ?
Myeloid diff 2: inactive; GPR55 beta-arrestin: -0.8%; NOD1 inhibition: -18%; KOR beta-arrestin-1: -2.7%; KOR beta-arrestin-2: 5%; GPR55 LPI antagonism: 2%; NOD2 inhibition: 8%; T cell modulator: inactive; NTR1 ag: 1.8; T cell modulator vesicle-bound %: 33; NTR1 ag cell count 20 µM: 65; Myeloid diff 2 GFP+ MAC1+ %: 0.4

How did CCNC(=S)N1CCc2ccccc2C1 do in these assays?
Myeloid diff 2: inactive; GPR55 beta-arrestin: -0.1%; NOD1 inhibition: -22%; KOR beta-arrestin-1: -4.8%; KOR beta-arrestin-2: -1%; GPR55 LPI antagonism: 1%; NOD2 inhibition: 19%; T cell modulator: inactive; NTR1 ag: 2.4; T cell modulator vesicle-bound %: 66; NTR1 ag cell count 20 µM: 68; Myeloid diff 2 GFP+ MAC1+ %: 0.5
